Source: PubChem
TMEM16A inh = TMEM16A chloride channel inhibitors, primary screen, cell-based, HTS | Anoctamin-1 (Mus musculus), Q8BHY3 | HEK293 TMEM16A/YFP iodide influx fluorescence, ionomycin | normalized B-score (activity score, 25-100; higher = stronger inhibition) at 10 µM | 310,000 tested, 1.2% active;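 active = ratio plate-corrected score three or more library SD toward inhibition, starting fluorescence score within five deviations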;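 note: score derived from kinetic fluorescence span divided by baseline fluorescence per well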
hERG protect = hERG rescue from dofetilide block, primary screen, cell-based, CHO-hERG, FluxOR thallium flux, dofetilide IC70; Voltage-gated inwardly rectifying potassium channel KCNH2 (Homo sapiens), Q12809; dofetilide IC70 present; activation (rescue from dofetilide block), less the hit threshold, % at 10 µM; 310,000 tested, 0.51% active;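 active = activation above the mean of controls blocked by dofetilide plus 5 SD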;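 note: thallium influx through hERG after potassium depolarization seen as dye fluorescence rise; in these data hits start at about 4.7%; inactives centre near -7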
KCNQ1 pot = potentiators or activators of KCNQ1 channel, primary screen, cell-based, thallium flux, high-throughput; Potassium voltage-gated channel subfamily KQT member 1 (Homo sapiens), P51787; CHO-K1 KCNQ1, thallium flux FluxOR fluorescence; stronger effect = higher value; B-score at 10 µM; 310,000 tested, 0.35% active; AID 2648, 2010;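 active = fluorescence ratio B-score, a plate-corrected score, at least three library SD, with initial intensity B-score within 5 SD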
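Schedule – 37 °C overnight plating, 90-min dark dye load, 20-min compound pretreatment · System – stable KCNQ1 CHO-K1 line · Probe or stimulus – thallium- and potassium-containing depolarizing buffer · Measured by – kinetic FluxOR fluorescence, 10 s baseline plus 110 s post-stimulus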
KCNK9 inh = KCNK9 potassium channel inhibitors, primary screen, HEK293 cells, thallium flux | FluxOR thallium flux fluorescence; stronger effect = lower value | AID 488922, 2010 | Potassium channel subfamily K member 9 (Homo sapiens), Q9NPC2 | 310,000 tested, 1.2% active | B-score at 10 µM;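 active = ratio B-score over 3 SD below the library mean, with starting fluorescence within 5 SD of its mean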;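 note: negative B-score means less thallium flux so channel inhibition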
Target sequence (Q9NPC2 whole entry, looked up): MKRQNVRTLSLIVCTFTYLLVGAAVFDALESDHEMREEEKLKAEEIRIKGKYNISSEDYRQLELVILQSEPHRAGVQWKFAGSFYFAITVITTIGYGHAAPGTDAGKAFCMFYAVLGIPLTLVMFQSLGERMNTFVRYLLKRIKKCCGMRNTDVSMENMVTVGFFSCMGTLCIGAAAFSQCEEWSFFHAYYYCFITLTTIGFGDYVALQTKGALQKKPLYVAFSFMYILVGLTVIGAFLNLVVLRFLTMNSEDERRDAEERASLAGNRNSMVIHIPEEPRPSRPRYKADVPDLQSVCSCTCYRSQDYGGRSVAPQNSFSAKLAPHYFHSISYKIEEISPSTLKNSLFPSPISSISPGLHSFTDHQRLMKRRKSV
TRPC4 agonist = activators of mouse TRPC4 channel, primary screen, Fluo4 calcium, HEK293 TRPC4beta/mu-opioid cells; Short transient receptor potential channel 4 (Mus musculus), Q9QUQ5; Fluo4 calcium fluorescence; stronger effect = higher value; B-score at 10 µM; 310,000 tested, 0.49% active; AID 2237, 2010;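 active = B-score above 5 SD of library B-scores, and initial fluorescence ratio not above library mean plus 5 SD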;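 note: positive B-score marks a calcium rise read as TRPC4 activation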
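system = HEK293 cells stably co-expressing mouse TRPC4beta and mu-opioid receptor | schedule = Fluo4 dye loading 45 min at room temperature, 110 s recording | measure = B-scored integrated calcium fluorescence ratio | signal = Fluo4 calcium-sensitive dye fluorescence, kinetic, 1 Hz baseline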
DYRK1A inh = rat Dyrk1A kinase inhibitors, primary screen, biochemical, single point, plate reader; Dual specificity tyrosine-phosphorylation-regulated kinase 1A (Rattus norvegicus), Q63470; 310,000 tested, 0.43% active; inhibition, % at 12.5 µM; AID 504441, 2011; ADP-Glo luminescence, NFATc1 peptide; in the data active = inhibition above about 50%;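 note: plate controls were vehicle with enzyme for no effect and no enzyme for full effect; many of its hits are not listed in these tables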
KCNK3 inh = human KCNK3 channel inhibitors, primary screen, CHO cells, FluxOR thallium flux, B-score; Potassium channel subfamily K member 3 (Homo sapiens), O14649; 340,000 tested, 0.84% active; B-score at 10 µM; FluxOR fluorescence; stronger effect = lower value;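 active = B-score under library mean minus 4 SD, starting fluorescence ratio at most library mean plus 5 SD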;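 note: more negative B-score means stronger inhibition of thallium flux through KCNK3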
Target sequence (O14649 whole entry, looked up): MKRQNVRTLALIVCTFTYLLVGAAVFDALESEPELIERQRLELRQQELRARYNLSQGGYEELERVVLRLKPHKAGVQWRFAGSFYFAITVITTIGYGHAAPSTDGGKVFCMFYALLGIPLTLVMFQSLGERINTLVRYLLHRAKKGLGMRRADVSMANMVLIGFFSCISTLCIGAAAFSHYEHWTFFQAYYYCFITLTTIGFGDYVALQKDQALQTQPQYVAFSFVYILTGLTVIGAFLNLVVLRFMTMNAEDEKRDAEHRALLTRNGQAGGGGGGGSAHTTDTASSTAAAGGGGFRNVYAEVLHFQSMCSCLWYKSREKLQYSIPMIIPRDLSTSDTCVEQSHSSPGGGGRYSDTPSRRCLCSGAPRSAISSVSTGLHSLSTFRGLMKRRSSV
TMEM16A act = TMEM16A chloride channel activators or potentiators, primary screen, cell-based, HTS; Anoctamin-1 (Mus musculus), Q8BHY3; HEK293 TMEM16A/YFP-H148Q/I152L, iodide quench fluorescence; stronger effect = lower value; B-score at 10 µM; 340,000 tested, 0.3% active;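 active = fluorescence-ratio B-score plate-corrected deviation score at least 3 library SD below zero, with starting fluorescence score within 5 deviations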;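 note: channel opened by trigger with iodide after compound preincubation; score built on the fluorescence ratio of max minus min over baseline; more negative score means more quench and so TMEM16A activation or potentiation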
HDAC3 inh = HDAC3 deacetylase inhibitors, primary screen, biochemical, fluorescence, cell-free homogeneous; inhibition, % at 8.3 µM; recombinant HDAC3, fluorogenic peptide/trypsin coupled; 320,000 tested, 0.15% active; Histone deacetylase 3 (Homo sapiens), O15379; in the data active = inhibition above about 26%, passing the limit was not always enough; inconclusive = no clear call, values can overlap the other calls
KCNQ1 inh = inhibitors of human KCNQ1 channel, primary screen, cell-based, thallium flux, high-throughput. Potassium voltage-gated channel subfamily KQT member 1 (Homo sapiens), P51787. 310,000 tested, 1.3% active. B-score at 10 µM. CHO-K1 KCNQ1, FluxOR thallium flux fluorescence; stronger effect = higher value;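 active = compounds whose thallium flux B-score, printed positive for inhibition, exceeds three library SD while starting fluorescence stays within three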;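 note: channel opened by potassium depolarization with thallium stimulus after 20 min compound exposure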
TRPC4 PAM = positive allosteric modulators of TRPC4, primary screen, cell-based, mouse TRPC4beta, HEK293 mu-opioid, Fluo-4 calcium; B-score at 10 µM; Short transient receptor potential channel 4 (Mus musculus), Q9QUQ5; DAMGO EC20, Fluo-4 Ca2+ flux; stronger effect = higher value; 310,000 tested, 0.42% active;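 active = B-score of calcium response area above 5 SD of library B-scores, with initial fluorescence ratio within 5 SD of library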;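 note: B-score of integrated fluorescence ratio over time as area under calcium response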
The depositor's hits bear a star; i = inactive; ? = inconclusive; . = not tested or not shown; & = joins results of further samples. A portion of the library; count on the stated rates, not on these rows.

Value order: TMEM16A inh	hERG protect	KCNQ1 pot	KCNK9 inh	TRPC4 agonist	DYRK1A inh	KCNK3 inh	TMEM16A act	HDAC3 inh	KCNQ1 inh	TRPC4 PAM
> COc1ccccc1/C=N/N1C(=O)c2cccc3cccc(c23)C1=O
 : i	7.2*	i	i	i	.	i	i	0	i	i
> CC(C)(C)CC(=O)Nc1ccc(C(N)=O)cc1
 : i	-10	i	i	i	-3	i	i	4	i	i
> O=C(NCc1ccccn1)c1ccc(COc2ccc(Cl)cc2)o1
 : i	0	i	i	i	-9	i	i	0	i	i
> OC1(c2cccnc2)CCN(Cc2nnnn2C2CCCCC2)CC1
 : i	-6	i	i	i	3	i	i	8	i	i
> Cc1ccc(-n2nc(C)c3c(C)onc3c2=O)cc1
 : i	-5	i	i	i	.	i	i	-3	i	i
> CCC(C)C(=O)Nc1nnc(SCC(=O)NC(C)(C)C)s1 (centres undefined)
 : i	-23	i	i	i	-2	i	i	-4	i	i
> CC(NC(=O)c1ccccc1NC(=O)c1ccco1)c1ccccc1 (centres undefined)
 : i	1	i	i	i	.	i	i	4	i	i
> c1ccc2oc(-c3[nH]ncc3CN(Cc3ccncc3)CC3CCCO3)cc2c1 (centres undefined)
 : i	-11	i	i	i	-8	i	i	3	i	i
> Cc1[nH]c2nc3ccccc3n2c(=O)c1CCC(C)C
 : i	-12	i	i	i	-4	i	i	1	i	i
> COC(=O)c1cc(=O)n(Cc2ccc(OC)cc2)c(=NCc2ccc(OC)cc2)s1
 : i	-15	i	i	i	-1	i	i	-5	i	i
> Cc1cc(N2CCC(C)CC2)nc(NCc2ccccc2)n1
 : 100*	-24	i	i	i	3	i	i	-1	7*	16*
> CC1CCCN(C(=O)COc2ccc(NC(=O)c3cccs3)cc2)C1 (centres undefined)
 : i	-5	i	i	i	-1	i	i	-2	i	i
> C/C(=N\NC(=O)c1ccccc1O)C1C(=O)c2ccccc2C1=O
 : i	-31	i	i	i	10	i	i	1	11*	i
> CC1CCCN(C(=O)c2cccc(S(=O)(=O)N3CCCc4ccccc43)c2)C1 (centres undefined)
 : i	-19	i	i	i	-5	i	i	?	i	i
> O=C(NCC1COc2ccccc2O1)c1cccs1 (centres undefined)
 : i	-8	i	i	i	-4	i	i	-2	i	i
> CCn1c(SCC(=O)Nc2nccs2)nnc1-c1ccc(C)cc1
 : i	-6	i	i	i	2	i	i	-5	i	i
> CC(=O)c1cnc(SCc2ccc(Cl)cc2)nc1C
 : i	-9	i	i	i	2	i	i	0	i	i
> Cc1cccc(N(CC(O)CN2CCOCC2)S(=O)(=O)c2ccccc2)c1 (centres undefined)
 : i	-8	i	i	i	-3	i	i	-9	i	i
> CCC(C(=O)Nc1c[nH]c(=O)[nH]c1=O)c1ccccc1 (centres undefined)
 : i	-7	i	i	i	0	i	i	-5	i	i
> CC(C)Nc1nc(NC(C)C)nc(SCC(N)=O)n1
 : i	-4	i	i	i	-3	i	i	4	i	i
> COC(=O)c1cc(S(=O)(=O)N2CCC(c3cc(OC)ccc3OC)C2)c[nH]1 (centres undefined)
 : i	-11	i	i	i	.	i	i	-9	i	i
> COc1ccccc1C1CC(c2ccc(Cl)cc2)Nc2ncnn21 (centres undefined)
 : i	-5	i	i	i	-2	i	i	-2	i	i
> COc1ccc(CNC(=O)CCCC2=NS(=O)(=O)c3ccccc3N2)cc1
 : i	-9	i	i	i	7	i	i	4	i	i
> CCN(CC)C(=S)Nc1ccc(C(=O)OC)cc1
 : i	-18	i	i	i	6	i	i	0	i	i
> COc1cc(/C=C/C(=O)O)ccc1O
 : i	-2	i	i	i	48	i	i	-7	i	i
> CC(=N)c1c(O)c2ccccc2oc1=O
 : i	-11	i	i	i	7	i	i	4	i	i
> O=C1/C(=C/c2cccc(Cl)c2)SC(=S)N1CCC(=O)N1CCCCC1CCO (centres undefined)
 : i	-19	i	i	i	.	i	i	-6	i	i
> O=C1c2ccccc2C(=O)N1CCCc1nc(-c2ccccn2)no1
 : i	-15	i	i	i	-2	i	i	.	i	i
> CCCS(=O)(=O)N1CCCC(C(=O)NCCc2ccc(Cl)cc2)C1 (centres undefined)
 : i	-1	i	i	i	-3	i	i	7	i	i
> N#CCOC(=O)[C@H](Cc1c[nH]c2ccccc12)NS(=O)(=O)c1ccc(Cl)cc1
 : i	-12	i	i	i	3	i	i	4	i	i

New compounds follow.
Value order: TMEM16A inh	hERG protect	KCNQ1 pot	KCNK9 inh	TRPC4 agonist	DYRK1A inh	KCNK3 inh	TMEM16A act	HDAC3 inh	KCNQ1 inh	TRPC4 PAM
> Cc1cc2c(ccc3[nH]onc32)n1
 : i	-2	i	i	i	51*	i	i	0	i	i
> CCOc1ccc(NCc2cc3cc(OC)ccc3[nH]c2=O)cc1
 : i	-16	i	i	i	13	i	i	7	i	i
> CCOc1ccc(NC(=O)c2ccc(NC(=O)COC(=O)c3ccc(NC(=O)CC#N)cc3)cc2)cc1
 : i	-11	i	i	i	.	i	i	-5	i	i
> O=C(CCCc1ccccc1)NCCCN1CCOCC1
 : i	-11	i	i	i	-2	i	i	-2	i	i
> Fc1cccc2sc(Nc3nc4cc5c(cc4s3)OCCO5)nc12
 : i	18*	i	i	i	-1	i	i	-3	i	i
> CCOc1cc(CNCc2ccccc2)ccc1OCC(=O)NC1CCCCC1
 : i	-3	i	i	i	-3	i	i	-13	i	i
> COc1cc(OC)cc(C(=O)Nc2ccc3c(c2)CCCN3C(=O)c2cccs2)c1
 : i	-4	i	i	i	-2	i	i	-3	i	i
> Cc1cccc(NC(=O)CSc2nnc(-c3ccc(S(=O)(=O)N4CCOCC4)cc3)n2C)c1
 : i	-15	i	i	i	-3	i	i	0	i	i
> CCN(CC(=O)Nc1ccccc1C(F)(F)F)C(=O)c1cc(S(=O)(=O)N(C)C)ccc1N1CCCC1
 : i	0	i	i	i	-1	i	i	8	i	i
> CC(=O)Nc1ccc(S(=O)(=O)NCCc2cc3ccc(C)c(C)c3[nH]c2=O)cc1
 : i	-12	i	i	i	-5	i	i	0	i	i
> COc1cc(NS(=O)(=O)c2ccc(N=Cc3c(C)[nH]n(-c4ccccc4)c3=O)cc2)nc(OC)n1
 : i	-6	i	i	i	11	i	i	8	i	i
> CC(C)C(C)NC(=O)CN1C(=O)NC(C)(c2ccc3ccccc3c2)C1=O (centres undefined)
 : i	-6	i	i	i	.	i	i	-4	i	i
> CC(C)OC(=O)CSc1nnc(-c2ccccn2)n1C
 : i	-10	i	i	i	6	i	i	5	i	i
> COc1ccccc1OCC(=O)Nc1ccc(CSc2ccccc2)cc1C
 : i	-7	i	i	i	-9	i	i	9	i	i
> O=C(COC(=O)c1ccccc1[N+](=O)[O-])c1ccc(C2CCCCC2)cc1
 : i	-15	i	i	i	3	i	i	0	i	i
> COc1ccc(CCN(C)C(=O)CSc2nnc(-c3ccco3)o2)cc1OC
 : i	-6	i	i	i	-10	i	i	3	i	i
> CCC(C)CN1CCC(CO)(Cc2ccccc2Cl)CC1 (centres undefined)
 : i	-9	i	i	i	4	i	i	-2	i	i
> CN(C)C(=O)c1ccc(-n2cccn2)nc1
 : i	-9	i	i	i	-2	i	i	?	i	i
> CCOc1ccc(CC(=O)Nc2sc(Cc3ccccc3)c(C)c2C(N)=O)cc1OCC
 : i	-10	i	i	i	0	i	i	0	i	i
> O=C(NCCC1CCCCN1S(=O)(=O)c1ccc(Cl)cc1)C(=O)NCc1ccncc1 (centres undefined)
 : i	-16	i	i	i	1	i	i	.	i	i
> CCc1ccc(C2CC(c3ccccc3)n3ncnc3N2)cc1 (centres undefined)
 : i	-4	i	i	i	-2	i	i	3	i	i
> CCOc1cc(C(=O)Nc2ccc(N3CCOCC3)cc2)cc(Br)c1OC
 : i	-11	i	i	i	5	i	i	-1	i	i
> CCOc1ccc2oc(C(=O)OCC(=O)NC(=O)NC)c(C)c2c1
 : i	-9	i	i	i	-6	i	i	-6	i	i
> CCOC(=O)N1CCN(C(=O)c2c(-c3ccccc3Cl)noc2C)CC1
 : i	-3	i	i	i	6	i	i	-8	i	i
> O=C(Cc1cc(=O)[nH][nH]1)N/N=C/C=C/c1ccccc1
 : i	-5&-6	i	i	i	7	i	i	2&12	i	i
> COc1ccc(-c2noc(N3CCC(C(=O)N(C)c4ccccc4C)CC3)n2)cc1
 : i	-18	i	i	i	1	i	i	.	i	i
> Cc1cccc(N(CC(=O)NC2CCCC2)C(=O)CCC(=O)Nc2nc(C)cs2)c1
 : i	-3	i	i	i	-3	i	i	-10	i	i
> CN(C)S(=O)(=O)c1cc(C(=O)NCC2CCCO2)c(Cl)cc1Cl (centres undefined)
 : i	-11	i	i	i	6	i	i	4	i	i
> CN(CC(=O)N1CCCC1)S(=O)(=O)c1cc(Cl)ccc1Cl
 : i	-7	i	i	i	2	i	i	8	i	i
> CN(C)C(=O)CN1CCN(Cc2nc(CC3CC3)no2)CC1
 : i	-12	i	i	i	-2	i	i	2	i	i

(cont.)
Value order: TMEM16A inh	hERG protect	KCNQ1 pot	KCNK9 inh	TRPC4 agonist	DYRK1A inh	KCNK3 inh	TMEM16A act	HDAC3 inh	KCNQ1 inh	TRPC4 PAM
> O=c1cc2ncc(-n3cc([N+](=O)[O-])cn3)cn2[nH]1
 : i	-3	i	i	i	8	i	i	1	i	i
> S=C(NCCc1ccccc1)Nc1ccc(N2CCCCC2)cc1
 : i	-11	i	i	i	0	i	.	2	i	i
> O=C(O)CC12CC3CC(C1)CC(n1ncc(NCc4ccco4)c(Cl)c1=O)(C3)C2
 : i	-3	i	i	i	-6	i	i	-8	i	i
> O=C(N/C=N/OCc1cccc(C(F)(F)F)c1)N1OC[C@@H]2COc3ccc4ccccc4c3[C@@H]21
 : i	-10	i	i	i	12	i	i	3	i	i
